# High-throughput results: PubChem, The Scripps Research Institute Molecular Screening Center
# FBW7 act = FBW7 E3 ligase activators, primary screen, biochemical, AlphaScreen, human; F-box/WD repeat-containing protein 7 (Homo sapiens), Q969H0; AlphaScreen FBW7–phospho-cyclin E peptide binding, activator screen; normalized activity (activation), % at 26.1 µM; actives 0.13% (n = 650,000); AID 1259310, 2017; in the data active means normalized activity above about 1.9%;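 further: purified mutant Fbw7 with reduced substrate affinity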
# Target sequence (Q969H0 whole entry, looked up): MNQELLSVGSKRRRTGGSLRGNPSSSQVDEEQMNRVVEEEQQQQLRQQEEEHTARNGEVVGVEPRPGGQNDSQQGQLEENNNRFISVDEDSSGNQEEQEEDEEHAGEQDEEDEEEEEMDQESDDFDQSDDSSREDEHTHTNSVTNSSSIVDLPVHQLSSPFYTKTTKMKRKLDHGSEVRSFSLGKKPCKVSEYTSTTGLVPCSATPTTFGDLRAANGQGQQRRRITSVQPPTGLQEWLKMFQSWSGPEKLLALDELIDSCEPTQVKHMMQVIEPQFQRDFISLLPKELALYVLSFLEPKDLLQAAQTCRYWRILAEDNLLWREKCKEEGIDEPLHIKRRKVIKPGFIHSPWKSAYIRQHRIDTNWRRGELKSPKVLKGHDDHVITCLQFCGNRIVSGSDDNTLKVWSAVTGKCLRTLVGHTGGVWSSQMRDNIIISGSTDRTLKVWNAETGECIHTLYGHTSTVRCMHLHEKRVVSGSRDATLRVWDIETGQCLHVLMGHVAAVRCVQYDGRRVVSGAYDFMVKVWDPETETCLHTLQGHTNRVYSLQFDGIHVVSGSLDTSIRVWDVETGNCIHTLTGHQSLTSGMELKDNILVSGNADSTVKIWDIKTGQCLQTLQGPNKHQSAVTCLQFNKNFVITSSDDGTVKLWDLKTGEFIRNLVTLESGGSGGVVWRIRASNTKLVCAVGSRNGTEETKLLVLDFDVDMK
# MITF inh = MITF inhibitors, primary screen, biochemical, AlphaScreen, human; AlphaScreen MITF homodimerization, bead proximity signal; AID 1259374, 2018; actives 0.91% (n = 650,000); Microphthalmia-associated transcription factor (Homo sapiens), O75030; inhibition, % at 2.6 µM; in the data active means inhibition above about 50%;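 further: 0% = vehicle wells with protein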
# GPR151 activ = activators of human GPR151, primary screen, cell-based, PathHunter beta-arrestin, luminescence; actives 1% (n = 650,000); activation, % at 11.2 µM; G-protein coupled receptor 151 (Homo sapiens), Q8TDV0; PathHunter beta-arrestin GPR151 cells; AID 1508602, 2020; in the data active means activation above about 4.9%;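 further: 0% = median of compound wells and 100% = cells with positive control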
# Target sequence (Q8TDV0 whole entry, looked up): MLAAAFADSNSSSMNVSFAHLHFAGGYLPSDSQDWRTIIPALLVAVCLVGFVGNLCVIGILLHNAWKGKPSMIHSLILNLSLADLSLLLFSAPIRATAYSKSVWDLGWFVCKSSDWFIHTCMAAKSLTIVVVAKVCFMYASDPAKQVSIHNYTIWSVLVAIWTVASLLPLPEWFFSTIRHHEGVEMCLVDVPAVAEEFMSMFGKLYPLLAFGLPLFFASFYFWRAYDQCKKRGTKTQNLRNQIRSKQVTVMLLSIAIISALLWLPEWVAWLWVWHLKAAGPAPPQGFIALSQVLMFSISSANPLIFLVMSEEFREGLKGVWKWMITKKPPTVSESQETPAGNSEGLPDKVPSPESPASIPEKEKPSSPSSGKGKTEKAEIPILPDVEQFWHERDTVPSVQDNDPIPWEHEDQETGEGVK
# TEAD-YAP inh = TEAD-YAP interaction inhibition, primary screen, TEAD-YAP interaction inhibitor project, luminescence, HEK-TIYL cells | TEAD-Gal4/YAP UAS-luciferase luminescence | inhibition, % at 9.12 µM | actives 1.4% (n = 640,000); in the data active means inhibition above about 32%;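 further: 0% = median of test compound wells and 100% = reference inhibitor wells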
# Numbers without * were called inactive.
SMILES,FBW7 act,MITF inh,GPR151 activ,TEAD-YAP inh
COc1ccc(OC)c(-c2cc(C3CCN(c4ncccc4[N+](=O)[O-])CC3)[nH]n2)c1,-0.2,-0.4,3.0,0.2
O=C(N/N=C/c1cc(Br)cs1)c1cc(Cl)ccc1O,0.1,15.7,-1.2,-10.2
Cc1cccc(Nc2ncnc3c2cnn3C)n1,0.7,-3.5,-1.5,-14.0
COc1cc2nc(SCC(=O)NCc3ccccc3)n(CCc3ccc(Cl)cc3)c(=O)c2cc1OC,-0.2,-7.8,-0.1,-9.7
COc1cc(/C=C2/C(=O)N(C)C(=S)N2C)cc(OC)c1OC,0.2,8.4,0.1,-8.1
O=C1c2ccccc2C(=O)N1CNc1ccc(Cc2ccncc2)cc1,0.1,2.9,-0.7,4.2
CCOC(=O)CSc1nc2ccc(Cl)cc2n2cnnc12,-0.1,-5.5,0.2,2.6
CCN(CC)C(=O)CSc1nc2c(sc(=S)n2-c2ccccc2C)c(=O)n1-c1ccc(C)cc1,0.0,-5.5,-0.7,-2.9
CCOCCCN1C(=O)C2C(C(=O)Nc3cccc(C)c3)C3C=CC2(O3)C1C(=O)NC1CCCCC1C (stereo not drawn),0.1,-6.7,0.4,-0.1
NC(=S)N/N=C/c1ccc2c(c1)OCCO2,-0.4,-16.6,0.6,-18.6
N#CC(c1ccccc1)N(CCCCl)C(=O)c1ccc(Br)o1 (stereo not drawn),0.0,-0.3,1.1,6.8
CN1CCN(C(=O)CNC(=O)C23CC4CC(CC(C4)C2)C3)CC1,0.0,-2.7,-1.5,4.8
OCCCNc1ccc2ncc(-c3ccc4c(c3)OCO4)n2n1,0.1,-9.5,0.6,61.0*
CC(=O)Nc1ccc(Oc2ccc3c(c2)C(=O)N(c2cccc4ccccc24)C3=O)cc1,0.0,4.9,-0.9,6.9
CCN1CCN(S(=O)(=O)c2ccc(OC)c(OC)c2)CC1,-0.1,6.8,0.3,-0.5
O=C(Cc1cccs1)Nc1ccc(Br)cc1C(=O)O,-0.2,8.3,0.1,3.1
CCc1cc(N2C3CCC2CC(O)(c2ccco2)C3)n2nc3nc(C)cc(C)c3c2n1 (stereo not drawn),-0.1,-4.7,2.3,6.1
N#CSc1ccc(N=Cc2c(O)[nH]c(=O)[nH]c2=O)cc1Cl,-1.4,2.0,-0.6,-14.7
CC(Cc1cccs1)NC(=O)c1cccc(OC2CCN(S(C)(=O)=O)CC2)c1 (stereo not drawn),-0.1,8.3,-0.8,1.3
Cc1ccc(C(=O)N2CC(=O)Nc3ccc(Cl)cc3C2c2ccccc2)cc1 (stereo not drawn),-0.3,12.9,-0.4,22.5
COc1ccc(OC)c(NC(=O)CSc2ccc3nnc(-c4ccc(F)cc4)n3n2)c1,0.2,2.9,-0.3,2.7
Cc1c(Cl)cccc1NC1=NS(=O)(=O)c2ccccc21,0.0,4.7,1.6,-4.6
O=S1(=O)N=C(SCc2ccc(F)cc2)Nc2ccccc21,-0.1,-2.6,0.1,-31.8
COc1cccc(CC(=O)Nc2nnc(-c3ccco3)c(-c3ccco3)n2)c1,-1.2,62.6*,1.0,-3.9
Cc1c(NC(=S)NC(=O)c2cccs2)cccc1C(=O)O,-0.1,-15.7,-0.3,-37.0

# A stretch of the results above:
SMILES,FBW7 act,MITF inh,GPR151 activ,TEAD-YAP inh
COc1ccc(OC)c(-c2cc(C3CCN(c4ncccc4[N+](=O)[O-])CC3)[nH]n2)c1,-0.2,-0.4,3.0,0.2
O=C(N/N=C/c1cc(Br)cs1)c1cc(Cl)ccc1O,0.1,15.7,-1.2,-10.2

# Carrying on.
SMILES,FBW7 act,MITF inh,GPR151 activ,TEAD-YAP inh
CC1CC(C)CN(S(=O)(=O)c2ccc(C(=O)Nc3sc4c(c3C(N)=O)CCN(C(C)C)C4)cc2)C1 (stereo not drawn),-0.1,-9.7,4.4,-8.1
Nc1ccc(-c2ccc(-c3ccc(N)cc3)cc2)cc1,43.1*,10.8,-0.6,74.0*
Cn1c(=O)c2c(-c3ccccc3)n(-c3ccccc3)cc2n(C)c1=O,0.1,4.5,-2.1,-6.8
COC(=O)c1sc2ccccc2c1NC(=O)c1ccc(OC)cc1OC,0.0,11.3,0.4,-6.2
COc1ccc(OC)c(NC(=O)CC2(CC(=O)O)CCCC2)c1,-0.1,-4.7,1.3,8.2
COC(=O)C1CCN(Cc2nc3sc4c(c3c(=O)[nH]2)CCC(C)C4)CC1 (stereo not drawn),0.1,14.6,0.7,-5.2
Cc1ccc(CNS(=O)(=O)c2csc(C(N)=O)c2)cc1,-0.1,-0.3,-0.9,0.2
CCCN(Cc1ccc(O)c(OC)c1)CC1CC1,0.4,16.2,-1.2,0.7
COc1ccc(S(=O)(=O)N2CCN(c3ccc(-c4ccncc4)nn3)CC2)c(OC)c1,0.5,14.8,-1.1,13.7
O=C(Nc1ccccc1)N(c1ccc(Cl)cc1)C1CCS(=O)(=O)C1 (stereo not drawn),0.1,7.0,0.3,0.0
COCCNC(=O)CSc1nccn1Cc1ccco1,0.0,3.4,4.9*,-4.4
COc1cc(CNNC(=O)Cn2c3ccccc3c(=O)c3ccccc32)c([N+](=O)[O-])cc1OC,0.2,5.2,-0.5,10.6
COc1ccc(-c2cncc(C(=O)Nc3ccc(N4CCOCC4)cc3)c2)cn1,0.1,4.3,-1.6,2.4
COc1ccc(N=Cc2nc(-c3ccc(C)cc3)oc2O)c([N+](=O)[O-])c1,-0.1,5.5,0.8,0.3
CCOC(=O)c1sc(N2C(=O)C(=O)/C(=C(/O)c3ccc(OCC)cc3C)C2c2ccc(C)cc2)nc1C (stereo not drawn),0.2,19.8,2.1,-2.4
COc1cc(C2Nc3ccccc3-c3nnc(SCc4ccccc4Cl)nc3O2)ccc1OCC(=O)O (stereo not drawn),0.2,5.8,-0.2,-7.4
Cc1c(Cl)ccc2sc(N3CCN(C(=O)c4nc5ccccc5s4)CC3)nc12,-0.1,-1.2,-0.1,-3.2
CCCCCn1c(=S)[nH]c2ccc(Cl)cc2c1=O,0.2,8.2,-0.3,6.7
CCc1ccc(OCC(=O)Nc2ccc(-c3nc4ncccc4o3)cc2)cc1,-0.1,1.1,2.2,-13.7
COC(=O)c1c(NC(=O)c2c(-c3ccccc3Cl)noc2C)sc2c1CCC(C(C)(C)C)C2 (stereo not drawn),0.0,9.2,0.5,0.3
Cc1cc(Cl)ccc1N1C(=O)CNC1=S,0.7,16.5,-0.2,-13.7
COc1cccc(NC(=O)CCC2CCCCC2)c1,0.0,-3.7,1.8,-52.5
C=CCNC(=O)c1c(Cl)cccc1Cl,0.2,-9.5,0.3,3.9
COc1ccc(/C=C/CN2CCN(Cc3cccs3)C(CCO)C2)cc1 (stereo not drawn),0.1,-5.8,-0.9,-14.3
CCN(CCO)C(=O)CC1C(=O)NCCN1Cc1c(F)cccc1Cl (stereo not drawn),0.0,13.3,-1.8,-6.4

# Next section:
SMILES,FBW7 act,MITF inh,GPR151 activ,TEAD-YAP inh
O=C(/C=C/c1ccc(S(=O)(=O)N2CCOCC2)cc1)OCc1c(F)cccc1Cl,-0.2,-15.8,-2.4,-2.2
CCCCNc1nc2c(c(=O)n(C)c(=O)n2C)n1CCC,-0.1,-1.1,0.6,-6.2
CCN(CC)S(=O)(=O)c1ccc(C(=O)NC(=S)N(CCO)Cc2ccccc2)cc1,-0.2,-3.6,-0.1,2.5
COc1ccc(C)cc1NC(=O)c1cc(S(=O)(=O)NCCc2ccc(Cl)cc2)ccc1F,-0.1,-1.5,1.4,-6.3
O=C(COc1cccc(Br)c1)Nc1nc2ccccc2s1,-0.1,3.9,-0.8,0.6
Cc1cc(O)c(C(C[N+](=O)[O-])c2ccc3c(c2)OCO3)c(=O)o1 (stereo not drawn),0.2,9.2,-0.4,5.3
CC(CCc1ccco1)NC(=O)Nc1cccc(F)c1 (stereo not drawn),1.0,3.9,-1.5,-4.5
Cc1ccccc1NC(=O)CSc1nc(=O)n(CCCN2CCOCC2)c2c1CCCC2,-0.2,-28.5,0.1,0.0
Cc1csc(NC(=O)CCC(=O)N(CC(=O)NC2CCCCC2)c2cccc(F)c2)n1,0.4,6.2,-0.8,5.7
CC1(C)CC(NC(=O)Nc2cccc3ccccc23)CC(C)(C)N1,-0.1,5.7,-1.9,-4.2
Cc1[nH]n(-c2cccc(Cl)c2)c(=O)c1C=Nc1ccc(O)c(N=Cc2c(C)[nH]n(-c3cccc(Cl)c3)c2=O)c1,-0.1,-2.3,0.0,-9.8
COc1cccc(NC(=O)CSc2nc3ccsc3c(=O)n2-c2ccc(C(N)=O)cc2)c1,-0.1,3.1,0.6,-3.7
COc1cc(C2CSc3nc4sc5c(c4c(=O)n32)CCCC5)cc(Cl)c1O (stereo not drawn),0.0,0.0,-0.2,11.2
COc1ccc(-c2noc(C3CCCN(C(=O)c4c(OC)cccc4OC)C3)n2)cc1 (stereo not drawn),0.1,-4.3,0.9,46.9*
O=C1CCCN1CCn1cnc2c(NCCN3CCOCC3)nc(Nc3ccc4ncccc4c3)nc21,0.0,5.5,-0.6,9.3
Cc1ccnc(NC(=O)CCn2c(=O)oc3ccccc32)c1,-0.1,-7.0,0.1,5.3
O=C(NCc1ccco1)c1ccc(NC(=O)c2ccc(=O)[nH]c2)cc1,0.1,-3.7,0.6,4.0
CC(C)(C)c1ccc(OCC(O)CS(=O)Cc2ccccc2)cc1 (stereo not drawn),0.0,0.5,5.4*,0.4
CC(C(=O)N1CCCCC1)N1C(=O)C2CCCN2C(=O)c2ccccc21 (stereo not drawn),-0.3,-4.3,-1.7,5.0
C=CCNC(=O)c1ccc(C(=O)c2cc(OC)ccc2OC)cc1,0.0,1.6,-1.1,5.9
CC1CCC(NC(=O)C2CCN(C(=O)c3sccc3-n3cccc3)CC2)CC1 (stereo not drawn),-0.1,4.3,-0.5,-8.3
CC12CC3CC(C1)CC(CC(=O)NNC(N)=O)(C3)C2,-0.1,-19.9,1.8,-1.7
Cc1n[nH]c(C)c1NC(=O)CSc1nc(C2CC2)nc2c1cnn2-c1ccccc1,-0.1,-2.8,1.1,-7.1
O=C1NC2(CCN(Cc3cccc4cccnc34)CC2)Oc2ccccc21,-0.1,-7.1,0.3,-5.8
CCOc1ccccc1NC(=O)CSc1nc(=O)n(CCN2CCOCC2)c2c1CCC2,0.2,8.2,1.5,10.9

# Continued, overlapping the part above by 4 compounds.
SMILES,FBW7 act,MITF inh,GPR151 activ,TEAD-YAP inh
CC12CC3CC(C1)CC(CC(=O)NNC(N)=O)(C3)C2,-0.1,-19.9,1.8,-1.7
Cc1n[nH]c(C)c1NC(=O)CSc1nc(C2CC2)nc2c1cnn2-c1ccccc1,-0.1,-2.8,1.1,-7.1
O=C1NC2(CCN(Cc3cccc4cccnc34)CC2)Oc2ccccc21,-0.1,-7.1,0.3,-5.8
CCOc1ccccc1NC(=O)CSc1nc(=O)n(CCN2CCOCC2)c2c1CCC2,0.2,8.2,1.5,10.9
O=C(Cn1nc(-c2ccc(F)cc2)n(-c2ccncc2)c1=O)N1CCCC1,0.1,11.3,-0.3,-4.3
Cc1onc(-c2ccccc2)c1C(=O)n1cc(Br)cn1,0.1,2.6,-0.4,-4.9
COc1ccccc1NC(=O)C1=C(C)NC(SCC(=O)Nc2ccc(C)cc2C)=C(C#N)C1c1ccc(C)o1 (stereo not drawn),-0.1,10.4,1.1,11.0
O=C(Nc1ccc(F)cc1F)N1CCC2(CC1)OCc1ccccc1O2,-0.2,14.4,1.7,-3.2
Cc1ccsc1CN(C(=O)c1ccc(OC(C)C)cc1)C1CCS(=O)(=O)C1 (stereo not drawn),-0.3,1.2,1.9,-9.6
CC(=C/c1ccccc1)/C=N/NC(=O)CNc1n[nH]c(=O)[nH]c1=O,0.6,10.1,1.0,0.0
Cc1cc(=O)[nH]c(SCC(=O)N2CCCCCC2)n1,-0.2,-3.3,-0.1,-0.1
COc1ccccc1C(=O)Nc1nc(-c2cccc([N+](=O)[O-])c2)cs1,0.1,2.4,0.5,-12.9
CC(=O)c1ccc(NC(=O)NNC(=O)c2cc(Br)ccc2Cl)cc1,-0.1,18.7,0.5,5.6
O=C(N/C(=C\c1ccccc1)C(=O)N1CCOCC1)c1cccc(Br)c1,0.0,-8.3,2.5,-4.8
CCOc1ccc(NC(=O)C2Sc3nnc(C)n3NC2c2ccc(F)cc2)cc1 (stereo not drawn),0.0,13.2,-0.8,8.3
Cc1cc(Br)ccc1OCCCCn1ccnc1,-0.2,28.2,-0.1,-8.3
CCOc1ncccc1C(=O)NCC12CC3CC(CC(C3)C1)C2,0.0,-6.2,0.2,4.9
N#Cc1c(NC(=O)CCCCCN2C(=O)c3ccccc3C2=O)sc2c1CCC2,0.1,-0.3,1.0,-0.4
COc1ccc(CNC(=O)CCCn2c(SCc3ccc(F)cc3)nc3cc4c(cc3c2=O)OCO4)cc1,-0.1,7.9,0.0,7.7
N/C(=N\S(=O)(=O)c1ccc(Cl)cc1)C(Cl)(Cl)Cl,0.8,7.2,0.7,1.5
CC1CC(C)CN(S(=O)(=O)c2ccc(C(=O)OC3CCOC3=O)cc2)C1 (stereo not drawn),0.3,18.2,0.5,-6.5
O=C(Cn1ccc(C(F)(F)F)n1)Nc1ccc(S(=O)(=O)NCc2ccco2)cc1,0.0,-8.5,-0.5,0.9
CCOC(=O)COc1cc(Cl)c(C=O)cc1OCC,-0.1,12.9,0.7,-0.4
CCOC(=O)/C(=C/c1cc2ccccc2n1C)[N+](=O)[O-],-0.2,6.2,0.1,10.8
